Assay outcomes: PubChem, Broad Institute
FN deposit inh – fibronectin deposition inhibition; hit rate 0.086% among 350,000; AH1F fibroblasts, Alexa488-fibronectin deposition fluorescence, overnight; inhibition, % at 12.6 µM;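 active = mean inhibition across replicates of 30% or more, regardless of how many single replicates reach that level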;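 also: positive control wells lacked labelled fibronectin entirely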
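Assay system: AH1F fibroblasts assembling fluorescent fibronectin matrix; Amount: 10000 AH1F cells per well; Buffer or medium: DMEM, 2% serum; Probe or stimulus: Alexa488-fibronectin, 24 nM final in well; Doses: single compound dose, delivered by pin transfer; Incubation: 1 h adhesion, overnight exposure; Measured by: fluorescence 485/525 nm; Read-out: fibronectin deposition inhibition.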
CASP6 VEID inh – blocks human caspase-6 cleavage activity; purified caspase-6, Z-VEID-R110 cleavage fluorescence; P55212; inhibition, % at 12.5 µM; AID 686996; hit rate 0.53% among 350,000;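 active = mean inhibition across replicates at least about 35%, with every replicate also reaching that limit, limit read from the data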;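 also: 0% = median of neutral control wells and 100% = no fluorescence left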
Target sequence (P55212 24-179 limits assumed): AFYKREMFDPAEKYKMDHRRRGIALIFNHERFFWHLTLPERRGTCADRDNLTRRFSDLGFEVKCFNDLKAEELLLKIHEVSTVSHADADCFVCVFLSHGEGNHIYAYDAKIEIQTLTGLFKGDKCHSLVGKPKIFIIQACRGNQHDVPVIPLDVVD
Target sequence (P55212 194-293 limits assumed): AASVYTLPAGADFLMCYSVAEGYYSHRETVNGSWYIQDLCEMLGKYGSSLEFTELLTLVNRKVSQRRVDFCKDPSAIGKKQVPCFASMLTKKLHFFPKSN
EWS-Fli block – EWS/Fli transcriptional activity inhibition; AID 651661; A673 NR0B1-luciferase reporter, viability-normalised; inhibition, % at 12.6 µM; hit rate 0.67% among 350,000;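 active = mean inhibition of at least 50% after viability correction, with every replicate also passing that limit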;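 also: firefly luciferase signal divided by Alamar Blue viability fluorescence both relative to DMSO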
LGR2 antag – inhibitors of bursicon-induced Drosophila LGR2 receptor cAMP signaling | HEK293 LGR2, CRE-luciferase, bursicon-stimulated, 4 h | inhibition, % at 9.99 µM | hit rate 0.35% among 380,000 | AID 720647;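 active = drop in luminescence signal, shown as inhibition above about 50% in the replicate tests, limit read from the data, passing the limit was not always enough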;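 also: agonist challenge used bursicon conditioned medium at about half maximal strength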
PAX8 inh HTS – lowers PAX8-driven luciferase in RMG-I cells; RMG-I TPO-luciferase reporter, SteadyGlo, 24 h; inhibition, % at 12.6 µM; hit rate 1.2% among 360,000; AID 652154;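 active = mean replicate inhibition at least 60% with every replicate also reaching 60%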;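 also: luciferase light reporting Pax8 driven TPO promoter activity; plate controls were median of neutral control wells for no effect and mitoxantrone controls for full effect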
Cneo AK release – Cryptococcus neoformans lysis via adenylate kinase release; hit rate 0.2% among 360,000; lysis activity, % at 15 µM; C. neoformans lysis, adenylate kinase release luminescence, 4 h; normalised: neutral wells 0, clomiphene wells 100;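 active = mean lysis activity across replicates of at least 80%, whatever share of replicates individually reach that level; inactive = mean lysis activity below 80%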
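Material – log-phase Cryptococcus neoformans yeast cells · Input – 5 × 10^6 yeast cells/mL · Medium – fresh YPD growth medium · Doses – single compound concentration per well · Timing – static 4 h at 37 °C with compound, 1 h detection · Detection – adenylate kinase release luminescence · Read-out – signal increase indicating cell lysis · Control set – Clomiphene as positive lysis control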
PGC1a acetyl inh – PGC1a acetylation modulation, inhibitor mode; U2OS PGC1a acetylation, AlphaScreen anti-acetyl-lysine; with virally co-expressed GCN5 acetyltransferase; inhibition, % at 15.6 µM; hit rate 0.17% among 350,000; AID 651687;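 active = every replicate shows inhibition of at least 40%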;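 also: 0% = neutral control wells and 100% = positive control wells; some results beyond the cut were filed as inactive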
miR-122 sensor – inhibitors of miR-122 in Huh7 cells; Huh7 miR-122 Renilla luciferase sensor, 48 h; neutral wells = 0, positive control = 100; activation (reporter increase), % at 12.5 µM; hit rate 0.3% among 340,000; AID 602342;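 active = mean replicate activation score at least 90 and every replicate individually at or above 90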;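 also: higher luciferase means less miR-122 activity so hits act as miR-122 inhibitors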
Starred values were filed as active, the others as inactive; . = not tested or not shown; [ ] = remark or other dose.

The opening 2 compounds, to show the layout:
canonical_smiles	PAX8 inh HTS	PGC1a acetyl inh	miR-122 sensor	Cneo AK release	FN deposit inh	EWS-Fli block	CASP6 VEID inh	LGR2 antag
O=C(C1CC1)N1CCN=C1SCc1ccc(Cl)cc1	.	-11	6	-1	.	.	.	-11
CCCCn1cnc2c(oc3ccccc32)c1=O	-68	-1	-28	-6	0	-31	-1	-35

The whole of this part (from the top)
canonical_smiles	PAX8 inh HTS	PGC1a acetyl inh	miR-122 sensor	Cneo AK release	FN deposit inh	EWS-Fli block	CASP6 VEID inh	LGR2 antag
O=C(C1CC1)N1CCN=C1SCc1ccc(Cl)cc1	.	-11	6	-1	.	.	.	-11
CCCCn1cnc2c(oc3ccccc32)c1=O	-68	-1	-28	-6	0	-31	-1	-35
CC(C)(C)C1CCC(C(=O)NNC(=O)c2ccncc2)CC1 (configuration not stated)	9	.	.	0	-9	-6	-2	-11
CCN(C(=O)CSc1nc2ccccc2c(=O)n1Cc1ccc(C)cc1)C1CCS(=O)(=O)C1 (configuration not stated)	-4	.	.	-3	-4	-6	9	-20
CC(C)OCCCNC(=O)CCN1C(=O)COc2ccccc21	.	-1	.	13	.	1	0	1
COCCNC(=S)N(C)[C@H]1C[C@H]2c3cc(N4CCN(C)CC4)ccc3CCN2C(=O)[C@H]1[C@H](C)O	-7	.	-4	0	-4	-5	-7	-5
CCCCNS(=O)(=O)c1ccc(OC)c(Cl)c1Cl	-14	-7	222*	-3	.	.	.	.
Cc1cc(C)n2nc(SCC(=O)Nc3ccccc3)nc2n1	2	-4	-6	-1	10	0	1	-12
CCNc1nc(N2CCCC2)nc(N2CCCC2)n1	5	6	10	2	1	-1	9	-20
CCN1C(=O)C(F)(CC)C(=O)c2ccccc21 (configuration not stated)	-1	1	-7	0	-7	.	.	12
COc1cccc(C(=O)N[C@@H](Cc2cccnc2)C(=O)N2CCC[C@H]2C(=O)NCCc2ccccc2Cl)c1	13	.	.	.	1	3	2	1
CNC(=O)C[C@@H]1CC[C@H]2[C@@H](COc3ccc(NC(=O)c4ccccc4OC)cc3C(=O)N2C)O1	-12	6	8[16.7 µM]	2	-8	2	-2	3
Cn1nc(CC(=O)NC2CCCCCCCCCCC2)c2ccccc2c1=O	3	2	-5	-4	-26	.	.	.
Cn1ncc2c(NCc3ccccc3)ncnc21	.	7	-4	0	.	-8	-1	5
FC(F)(F)c1cnc2c(c1)Nc1ccccc1S2	.	-2	-8	1	.	.	.	-29
O=C(c1cccs1)N(c1ccc(Cl)cc1)C1C=CS(=O)(=O)C1 (configuration not stated)	-4	-23	-6	-9	0	-7	-3	-13
CC(O)c1cccc(NC(=O)CCCc2ccccc2)c1 (configuration not stated)	-44	-1	-4	-2	1	-4	1	-14
Cc1ccc(N/N=C2\CS(=O)(=O)N(C)c3ccsc32)cc1	-33	-4	1	-1	13	-76	-6	-7
CCOc1ccccc1CNC(=O)CCc1cn(CC)c2ccccc12	-8	1	21	1	-1	1	1	-6
COc1cccc(NC(=O)CN(C)C(=O)c2csc3c2CCCC3)c1	-3	0	0	1	17	-1	3	6
COC(=O)c1ccc(COc2ccc(-c3nn[nH]n3)cc2)cc1	.	7	-4	0	-5	.	.	.
COC(=O)c1ccccc1Oc1ccc(NC(=O)c2ccco2)cc1	-13	-10	3	0	2	-2	2	-38
CC(C)NC(=O)N[C@H]1CC[C@@H](CC(=O)O)O[C@H]1CO	-11	-3	17[16.7 µM]	2	-5	-4	0	-1
CC(C)CC#Cc1cnc2c(c1)C(=O)N([C@@H](C)CO)C[C@@H](C)[C@@H](CN(C)C(=O)c1ccc(F)cc1)O2	.	0	-2[16.7 µM]	2	-9	-3	1	-5
C[C@@H]1CN([C@H](C)CO)C(=O)Cc2cc(NC(=O)Nc3cccc4ccccc34)ccc2O[C@@H]1CN(C)C(=O)Nc1ccccc1	-8	0	-9[16.7 µM]	-1	.	1	-3	6
COc1ccc(OC)c(-n2c(-c3cccc(S(=O)(=O)N(C)C)c3)n[nH]c2=S)c1	-3	3	2	-1	19	5	1	3
CCC(=O)N1C[C@@H](C)[C@H](OC)CN(C)C(=O)c2cc(NC(=O)c3ccccc3)ccc2OC[C@@H]1C	.	4	-9[16.7 µM]	-7	3	-7	.	6
CN(C)CCNC(=O)c1[nH]nc2c1CCc1ccccc1-2	-49	7	.	-1	0	-51	-4	-26
O=C(NCC1CCCO1)c1ccc(NS(=O)(=O)c2cccs2)cc1 (configuration not stated)	-10	-8	1	0	-4	10	-1	3
CC(=O)C1=C(O)C(=O)N(c2ccc(O)cc2)C1c1ccccc1[N+](=O)[O-] (configuration not stated)	5	.	3	-1	-5	16	6	15
O=C(CN1C(=O)NC(c2ccccc2)(c2ccccc2)C1=O)Nc1ccc(N2CCOCC2)cc1	4	6	7	-1	-1	-6	1	-1
CCN(CC)CCn1c2c(c(SCC(=O)Nc3ccc(C)c(F)c3)nc1=O)CCCC2	6	.	.	.	-3	-2	25	-5
C[C@@H]1CCCCO[C@@H](CN(C)CC2CCCCC2)[C@H](C)CN([C@@H](C)CO)C(=O)c2cc(NC(=O)NC3CCCCC3)ccc2O1	2	-3	-3[16.7 µM]	63	6	11	.	10
COc1cc(CNc2ccc(CNc3ncn[nH]3)cc2)ccc1OCC(=O)NC(C)(C)C	-10	.	.	.	-3	10	.	16
C[C@H](CO)N1C[C@H](C)[C@@H](CN(C)Cc2ccc(C(F)(F)F)cc2)OCCCC[C@H](C)Oc2ccc(NC(=O)Nc3ccc(C(F)(F)F)cc3)cc2C1=O	-9	3	9[16.7 µM]	3	-3	-18	.	11
Cn1c(CCC(=O)O)nc2cc(S(=O)(=O)N3CCCCC3)ccc21	-14	27	-12	-1	-1	0	3	-9
Cc1ccc(NC(=O)COC(=O)COc2cccc3c2OC(C)(C)C3)cc1S(=O)(=O)N1CCOCC1	1	.	7	0	2	3	0	-13
CC(C)NC(=O)N1CC[C@@H]2[C@H]1c1cc(Br)ccc1N(C)[C@@H]2CO	-8	3	4[16.7 µM]	26	-15	-28	1	-6
COc1ccc(/C=N/Nc2nc(-c3cccnc3)nc3ccccc23)cc1OC	0	.	.	.	0	-23	5	2
COc1ccc(-c2csc(C(NC(C)=O)c3cccc(OC)c3)n2)cc1 (configuration not stated)	7	-2	-2	0	3	-6	2	-1
COc1cccc(C(=O)COc2ccccc2-c2ccccc2)c1	10	.	16	0	-1	-10	-2	24
C[C@@H]1CCCCO[C@H](CN(C)Cc2ccc(Cl)c(Cl)c2)[C@@H](C)CN([C@H](C)CO)C(=O)c2cc(NC(=O)NC3CCCCC3)ccc2O1	-20	.	-7[16.7 µM]	58	.	-6	-2	0
C[n+]1cccc(C(=O)[O-])c1	0	.	7	0	-3	-4	-5	-12
CC1=C(C(=O)OCc2ccc3c(c2)OCO3)C(c2ccc(F)cc2)NC(=O)N1 (configuration not stated)	.	36	13	0	14	.	.	28
CCC(=O)N1C[C@H](C)[C@H](OC)CN(C)C(=O)c2ccc(NS(C)(=O)=O)cc2OC[C@H]1C	0	.	1[16.7 µM]	-2	0	0	-2	-3
O=C1C=C(c2ccc(CO)cc2)C[C@@H](c2ccc3c(c2)OCO3)C1	-18	1	-2	-6	-31	2	.	-12
C[C@H](CO)N1C[C@H](C)[C@H](CN(C)Cc2ccc(Oc3ccccc3)cc2)Oc2ccc(NS(=O)(=O)c3cn(C)cn3)cc2CC1=O	.	-2	-1[16.7 µM]	0	8	16	6	10
O=C(NC(=S)NCCc1ccccc1)c1ccccc1	.	8	-4	13	.	-43	2	-83
COC(=O)NNC(=O)COc1ccc(Br)c(C)c1	.	-6	-7	-1	6	.	.	.
COc1cc(N/N=C/c2ccc(N(C)C)cc2)ncn1	5	.	7	-8	-4	-3	1	74*
CO[C@@H]1CN(C)C(=O)c2cc(NC(=O)c3ccc4c(c3)OCO4)ccc2OC[C@@H](C)N(CC2CC2)C[C@@H]1C	-23	-4	.	-1	.	5	-4	-10
O=C1c2ccccc2S(=O)(=O)c2cc(N3CCN(c4ccccn4)CC3)ccc21	-20	.	.	-6	-8	-16	-2	37
C[C@H](CO)N1C[C@H](C)[C@H](CN(C)C(=O)Nc2ccccc2)Oc2ccc(NC(=O)Nc3ccccc3)cc2C1=O	-9	.	-8[16.7 µM]	-9	.	3	-2	-2
Nc1cc(N)cc(Cc2ccccc2)c1	-17	-4	-4	0	-9	-10	-3	2
Cc1cccc(NC(=O)CN2C(=O)S/C(=C\c3ccc(O)c([N+](=O)[O-])c3)C2=O)c1	8	-8	-12	.	4	8	-1	-17
Nc1ccccc1C(=O)N=Nc1[nH]c(N)c2ccccc12	17	.	.	.	6	-79	1	-58
CCCNC(=O)N1[C@@H](CO)[C@@H]2c3ccccc3N(C(=O)Nc3cccc(F)c3)C[C@@H]21	6	-3	33[16.7 µM]	1	.	6	1	2
Nn1c(SCc2ccc([N+](=O)[O-])cc2)nc2ccccc2c1=O	2	-2	1	-6	-6	-3	0	-6
O=C(c1cccnc1)N1C[C@@H]2[C@H](c3ccccc31)[C@@H](CO)N2CC1CCCCC1	2	-13	-11[16.7 µM]	-1	.	-2	0	-13
O=C(Nc1ccccc1F)N1CC(=O)N2[C@H](C1)[C@H](c1ccc(C#CC3CCCC3)cc1)[C@@H]2CO	4	-1	.	.	-4	-4	0	-10

New compounds follow.
canonical_smiles	PAX8 inh HTS	PGC1a acetyl inh	miR-122 sensor	Cneo AK release	FN deposit inh	EWS-Fli block	CASP6 VEID inh	LGR2 antag
O=C1Nc2cc(C(=O)N3CCN(c4ccccn4)CC3)ccc2S/C1=C\c1ccccc1	-1	10	-2	0	0	.	-1	6
CO[C@@H]1CN(C)C(=O)c2ccc(NC(=O)c3cccc(Oc4ccccc4)c3)cc2OC[C@@H](C)NC[C@H]1C	26	-26	.	-2	.	20	1	-16
O=C(c1ccccn1)N1C[C@@H]2[C@H](c3ccccc31)[C@H](CO)N2C(=O)C1CCOCC1	-13	-5	24[16.7 µM]	1	.	-5	2	13
O=C(c1ccccc1)N1CC[C@@H]2[C@H]1c1cc(C#Cc3ccccc3F)ccc1N[C@@H]2CO	-22	5	-7[16.7 µM]	-1	4	-4	0	3
Cc1ccc(C2=NN(CC(=O)NCc3ccccn3)C(=O)CC2)cc1	2	8	.	.	6	-5	4	-9
CCOC(=O)c1c(-c2ccccc2)csc1NC(=O)c1cccc(N2C(=O)CCC2=O)c1	1	.	-4	1	-5	.	.	.
O=C(N/N=C/c1ccnc2ccccc12)c1ccccc1O	-74	3	-6	-4	0	10	1	-23
COc1ccccc1-c1c(NC(=O)C(C)C)n(C)c2ccccc2c1=O	-4	.	.	.	2	-6	-2	.
O=C(NCc1ccco1)c1ccc(NS(=O)(=O)c2cccc(F)c2)cc1	-13	.	6	0	.	.	0	3
O=C(O)CSc1nnc(CNc2ccccc2Cl)n1-c1ccccc1	7	3	5	1	-14	.	.	.
CC1=NN(C(N)=S)C(=O)C1N=Nc1cccc(C)c1 (configuration not stated)	-55	-3	-4	-1	.	-43	4	-27
CC(C)NC(=O)Nc1ccc2c(c1)C(=O)N([C@H](C)CO)C[C@H](C)[C@H](CN(C)C(=O)Nc1ccc3c(c1)OCO3)O2	-4	-1	4[16.7 µM]	1	.	-4	-2	26
